TAAR1 antag = human TAAR1 antagonists, primary screen, Fluo-8 calcium fluorescence, CHO RD-HGA16 cells. Trace amine-associated receptor 1 (Homo sapiens), Q96RJ0. antagonist. inhibition, % at 3 µM. hit rate 1.5% among 360,000;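 active means inhibition above a per-plate cutoff, the mean inhibition of test compounds on that plate plus 3 SD, cut at about 49% in these data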;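 further: 0% = DMSO plus EC80 beta-PEA response and 100% = DMSO alone without agonist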
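Assay system: RD-HGA16 CHO cells with stable hTAAR1 and Gα16 / Reagent: EC80 β-phenethylamine stimulus / Doses: 3 µM, single point / Timing: dye loading 75 min at 37 °C, then 30 min room temperature / Measured by: Fluo-8 intracellular calcium dye fluorescence, real-time kinetic reads / Controls: vehicle wells and EC80 agonist wells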
TAAR1 agonist = human TAAR1 agonists, primary screen, Fluo-8 calcium fluorescence, CHO RD-HGA16 cells | vehicle wells 0%, saturating PEA agonist 100% | activation, % at 3 µM | hit rate 0.99% among 360,000 | AID 624467, 2012;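 active means activation above the mean activation of all test compounds in the run plus 3 SD, cut at about 38% in these data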
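System: CHO-derived RD-HGA16 cells with stable Gα16 and human TAAR1. Times: 17-24 h plating, Fluo-8 75 min 37 °C, 30 min RT. Measured by: calcium-sensitive Fluo-8 signal, excitation 470-495, emission 515-575 nm. Read-out basis: % activation relative to PEA EC100 response. Control set: DMSO and PEA EC100. Repeats: no replicates (n 1).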
M5 ag = human M5 muscarinic receptor agonists, primary screen, CHO-K1 cells, Fluo-8 calcium fluorescence. Muscarinic acetylcholine receptor M5 (Homo sapiens), P08912. CHO-K1 hM5 cells; 0% DMSO wells, 100% maximal acetylcholine response. activation, % at 3 µM. hit rate 0.19% among 360,000. AID 624037, 2012;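 active means activation above the run's mean over test compounds plus 3 SD, cut at about 23% in these data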;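 further: signal is peak over basal fluorescence ratio across the kinetic read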
Target sequence (P08912 whole entry, looked up): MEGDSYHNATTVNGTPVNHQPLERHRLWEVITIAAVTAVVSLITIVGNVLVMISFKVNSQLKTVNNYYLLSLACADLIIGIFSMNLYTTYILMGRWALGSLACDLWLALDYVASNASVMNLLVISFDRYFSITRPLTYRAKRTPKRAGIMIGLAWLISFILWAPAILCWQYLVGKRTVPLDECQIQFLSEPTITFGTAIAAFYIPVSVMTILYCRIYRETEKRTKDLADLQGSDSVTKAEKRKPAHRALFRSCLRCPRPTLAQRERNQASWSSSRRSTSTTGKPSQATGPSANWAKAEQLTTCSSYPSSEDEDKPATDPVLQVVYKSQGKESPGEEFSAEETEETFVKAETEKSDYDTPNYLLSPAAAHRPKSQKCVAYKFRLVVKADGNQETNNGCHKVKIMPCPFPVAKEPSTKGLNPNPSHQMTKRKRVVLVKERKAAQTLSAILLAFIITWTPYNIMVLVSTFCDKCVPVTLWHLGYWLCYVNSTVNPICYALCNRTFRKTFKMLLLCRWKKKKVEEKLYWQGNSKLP
CRFR2-BP antag = antagonists of CRF-BP/CRF-R2 complex, primary screen, cell-based, HEK293, calcium dye fluorescence, uHTS; hit rate 0.59% among 350,000; AID 588475, 2011; CRF-induced calcium fluorescence; inhibition, % at 11.8 µM;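 active means inhibition of the ligand-induced calcium signal above about 50% at the single tested concentration, limit read from the data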
M1 PAM parental = nonselective calcium activators in parental CHO-K1 cells, primary screen, counter-screen for M1 PAM project, cell-based, Fluo-8 calcium fluorescence, full deck, 1536-well; ATP EC20; 0% at ATP EC20, 100% at ATP max; activation, % at 3 µM; hit rate 0.02% among 360,000;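 active means activation above the run cutoff, the mean activation of all test compounds plus 3 SD, cut at about 40% in these data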;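 further: peak over basal fluorescence ratio in a 140 s read after ATP addition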
CRFBP-R2 agonist = agonists of CRF-BP/CRF-R2 complex, primary screen, cell-based, HEK293, calcium dye fluorescence, uHTS; CRF-binding protein / CRF receptor 2 complex (human); calcium dye fluorescence (FLIPR); percent of saturating CRF peptide response; activation, % at 13.2 µM; hit rate 0.46% among 350,000; AID 588473, 2011;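 active means activation of at least 50%, plus an integration ratio under a set limit after plate pattern correction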;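 further: plate controls were neutral control wells without compound for no effect and CRF at EC100 for full effect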
M5 antag = human M5 muscarinic receptor antagonists, primary screen, CHO cells, Fluo-8 calcium fluorescence; hit rate 0.59% among 360,000; CHO-hM5 cells, ACh EC80; inhibition, % at 3 µM; Muscarinic acetylcholine receptor M5 (Homo sapiens), P08912;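 active means inhibition above a per-plate cutoff, the mean of that plate's test compounds plus 3 SD, cut at about 27% in these data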;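 further: 0% = acetylcholine EC80 with DMSO and 100% = DMSO without agonist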
CHRM4 PAM = human M4 muscarinic receptor positive allosteric modulators, primary screen, CHO-K1 cells, Fluo-8 calcium fluorescence; hit rate 0.4% among 360,000; AID 624126, 2012; activation, % at 3 µM; CHO-K1 hM4/Gqi5, ACh EC20; 0% = ACh EC20, 100% = maximal ACh;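 active means activation above its plate's cutoff, the mean activation of sample wells plus 3 SD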; further: some results filed as inactive read as strong as hits
Target sequence (P08173 whole entry, looked up): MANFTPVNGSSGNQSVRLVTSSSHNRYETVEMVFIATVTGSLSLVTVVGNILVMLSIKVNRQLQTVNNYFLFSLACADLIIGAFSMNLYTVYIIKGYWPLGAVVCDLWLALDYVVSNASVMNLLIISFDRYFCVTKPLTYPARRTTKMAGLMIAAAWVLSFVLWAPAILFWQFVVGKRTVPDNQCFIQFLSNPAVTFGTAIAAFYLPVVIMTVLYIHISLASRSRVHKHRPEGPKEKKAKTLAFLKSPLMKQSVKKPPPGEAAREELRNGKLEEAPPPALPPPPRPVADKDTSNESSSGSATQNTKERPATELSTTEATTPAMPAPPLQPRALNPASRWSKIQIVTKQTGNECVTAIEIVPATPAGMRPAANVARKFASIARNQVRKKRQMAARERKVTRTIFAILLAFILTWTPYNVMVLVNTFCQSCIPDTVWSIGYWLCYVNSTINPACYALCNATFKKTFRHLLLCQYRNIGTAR
CHRM5 PAM = human M5 muscarinic receptor positive allosteric modulators, primary screen, CHO-K1 cells, Fluo-8 calcium fluorescence | Muscarinic acetylcholine receptor M5 (Homo sapiens), P08912 | CHO-K1 hM5, ACh EC20 PAM; 0% = ACh EC20, 100% = ACh EC100 | activation, % at 3 µM | hit rate 0.3% among 360,000;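 active means activation above the run cutoff, the mean activation of all test compounds plus 3 SD, cut at about 18% in these data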
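Assay system: CHO-K1 hM5 cells. Also added: acetylcholine at EC20 concentration, added after compound. Dosing: 3 µM, single dose. Times: compound preincubation 140 s before EC20 acetylcholine addition. Signal: Fluo-8 calcium fluorescence. Measure: % activation relative to EC20 and EC100 ACh responses. Repeats: singlicate, one well per test compound.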
* marks the source's active call; other numbers are inactive results; · = no result given. An unsorted share of the library; about 4.2% have a hit in one of these screens.

#	mol	CHRM4 PAM	TAAR1 antag	M5 ag	CHRM5 PAM	TAAR1 agonist	CRFR2-BP antag	CRFBP-R2 agonist	M1 PAM parental	M5 antag
1	COc1ccccc1N1CCN(C(=O)c2ccc(CN3CCc4ccccc4C3)cc2)CC1	-9	8	-1	-6	8	-26	1.2	11	0
2	O=C(CC1CCC1)NC(c1ccccc1)c1ccccc1	3	-13	-1	2	0	-32	-0.5	11	9
3	N#CC1=C(N)Oc2nc[nH]c(=O)c2C1c1cccs1 (stereo not given)	4	-4	1	4	5	8	-1.1	4	4
4	Cc1ccc(OCc2n[nH]c(=S)n2N)cc1C	-6	-26	0	4	1	-13	2.0	17	5
5	O=C1[C@H]2[C@H](C=CC[C@H]2C(=O)N2CCN(c3ccccc3)CC2)CCN1Cc1ccc(Cl)c(Cl)c1	-10	43	0	-23	25	2	-1.5	-6	14
6	COc1ccc(N=C(C)C2=C(O)COC2=O)cc1	11	-9	-1	4	4	14	-1.0	17	-6
7	CC(=O)Nc1ccc(OCC(O)CN2CCN(S(=O)(=O)c3ccc(NC(C)=O)cc3)CC2)cc1 (stereo not given)	15	-5	-6	1	11	3	7.2	13	4
8	COc1ccc(C(=O)NNC2CC(=O)N(Cc3ccccc3)C2=O)cc1OC (stereo not given)	16	-4	1	-2	3	-15	1.4	11	12
9	c1cncc(-c2nnc(SCc3nc4ccccc4[nH]3)o2)c1	-3	-3	-1	0	16	14	0.3	16	-1
10	COc1ccc(NC(=O)C2=NNC(=O)CC2)cc1S(=O)(=O)N1CCCCC1	29	-17	-1	0	1	6	-1.3	20	4
11	COCCNc1ccc([N+](=O)[O-])cc1C(=O)NC1CCCc2ccccc21 (stereo not given)	-9	2	-8	-5	-1	42	0.5	-20	17
12	Cc1nnsc1-c1nc2ccccc2[nH]1	0	17	-3	-3	5	1	-0.4	18	-3
13	C#CCOC(=O)C[N+](C)(C)CC=C	-3	10	6	9	0	9	2.8	-23	-7
14	O=C(Nc1ccc(S(=O)(=O)Nc2ncccn2)cc1)c1cccc(S(=O)(=O)N2CCOCC2)c1	7	-1	4	0	-1	14	-1.9	21	4
15	COCCn1cnnc1SCC(=O)c1ccc(S(=O)(=O)N2CCCC2)cc1	-11	20	-5	1	6	2	-1.2	17	-5
16	COc1cccc(C2CC(C(F)(F)F)n3ncc(C(=O)NCc4ccco4)c3N2)c1 (stereo not given)	-1	-6	-1	5	0	-2	-1.4	6	-6
17	COc1ccc(NC(=O)CSc2nnc(-c3cccs3)n2N)c(OC)c1	2	-32	1	7	1	3	-0.4	5	3
18	CCOC(=O)C1=C(N)OC2=C(C(=O)CCC2)C1c1ccc2c(c1)OCO2 (stereo not given)	15	-5	0	1	2	4	-1.4	23	6
19	C/C(=N\Nc1ccc([N+](=O)[O-])cc1[N+](=O)[O-])C(C)(C)C(C(=O)O)C(=O)O	-9	-14	0	0	1	7	-5.4	11	3
20	Cc1ccc(NC(=O)C2(c3ccc([N+](=O)[O-])cc3)CCCC2)cc1	-16	16	-2	-9	23	-26	6.5	2	5
21	CCC(=NC)C1=C(O)CC(c2ccccc2)CC1=O (stereo not given)	-3	-1	0	-3	-2	4	0.7	1	8
22	CC(=O)Nc1ccc(NC(=O)C(C)O/N=C/c2cccc([N+](=O)[O-])c2)cc1 (stereo not given)	14	-10	1	4	7	-11	-0.8	21	-11
23	CCOc1cc(/C=C(\C#N)C(=O)Nc2ccc(S(N)(=O)=O)cc2)ccc1OCCN1CCOCC1	-1	36	-3	0	5	-6	1.0	4	11
24	COCc1cc(=O)[nH]c(SCCS(=O)(=O)c2ccc(Cl)cc2Cl)n1	0	-8	-2	0	-1	16	-0.8	12	3
25	CN1CCN(S(=O)(=O)c2ccc3c(c2)OCCO3)CC1	2	0	-3	-3	13	10	-4.2	6	9
26	c1ccc2c(c1)nc(N1CCCCCC1)c1ccccc12	-9	-33	-2	0	25	-21	0.0	8	7
27	CC(C)CN1C(=S)SC(C)(C)C1n1oc(=O)n(-c2ccc(Cl)cc2)c1=O (stereo not given)	-11	·	-4	-17	·	-3	6.3	20	-1
28	c1ccc2c(c1)Sc1ccccc1-n1cnnc1-2	0	-4	-10	3	3	-16	0.4	2	0
29	CC(O)CNc1nc2c(c(=O)n(C)c(=O)n2C)n1Cc1cccc(Br)c1 (stereo not given)	4	0	-1	1	18	-44	-1.1	-2	4
30	COc1cc(C(=O)N2CCN(c3cccc(C)c3C)CC2)cc(OC)c1OC	4	-6	-2	1	-2	10	-1.6	8	-5

Entries of single compounds from above:
O=C1[C@H]2[C@H](C=CC[C@H]2C(=O)N2CCN(c3ccccc3)CC2)CCN1Cc1ccc(Cl)c(Cl)c1 is entered as CHRM4 PAM: -10; TAAR1 antag: 43; M5 ag: 0; CHRM5 PAM: -23; TAAR1 agonist: 25; CRFR2-BP antag: 2; CRFBP-R2 agonist: -1.5; M1 PAM parental: -6; M5 antag: 14
CCC(=NC)C1=C(O)CC(c2ccccc2)CC1=O (stereo not given) is entered as CHRM4 PAM: -3; TAAR1 antag: -1; M5 ag: 0; CHRM5 PAM: -3; TAAR1 agonist: -2; CRFR2-BP antag: 4; CRFBP-R2 agonist: 0.7; M1 PAM parental: 1; M5 antag: 8

(listing goes on)
#	mol	CHRM4 PAM	TAAR1 antag	M5 ag	CHRM5 PAM	TAAR1 agonist	CRFR2-BP antag	CRFBP-R2 agonist	M1 PAM parental	M5 antag
31	COCCNC(=O)CN(C(=O)CCC(=O)Nc1nccs1)c1ccc2c(c1)OCO2	2	-21	-3	-5	3	8	-0.7	-12	20
32	Cc1ccccc1CC(=O)NC1CCCCCC1	2	1	-11	-6	1	18	2.1	-4	-11
33	Cc1nc2c(ccc3c([N+](=O)[O-])cccc32)c(C)c1C	1	-29	-2	0	5	-2	5.0	15	7
34	CCOc1ccc(C(C)C)cc1S(=O)(=O)Nc1ccc(Cl)cn1	4	1	-1	7	6	-3	0.1	11	7
35	CC(C)(C)c1nnc(NC(=O)C2CCN(C(=O)c3ccco3)CC2)s1	9	6	-1	-5	2	6	-0.3	-15	0
36	COC(=O)c1ccc(C2NC(C(=O)O)CS2)cc1 (stereo not given)	-4	-5	2	5	10	2	-0.4	8	-5
37	Cc1oc2c(c1C(=O)NCCO)CCCC2	-6	6	1	-2	1	25	0.2	1	0
38	N#CCC(=O)N1CCN(Cc2ccc3c(c2)OCO3)CC1	1	-17	-2	5	0	13	-1.6	2	2
39	Cc1ccc(NS(=O)(=O)c2cc(C(=O)N3CCN(CCO)CC3)ccc2C)cc1	2	13	0	-4	1	0	-1.3	-9	7
40	CCCC(=O)Nc1ccc(-c2nc3cc(C)c(C)cc3o2)cc1	9	11	1	6	8	-18	2.0	-10	12
41	O=C(c1ccc(N2CCOCC2)c([N+](=O)[O-])c1)N1CCCCC1	-4	-13	-4	-6	1	5	-0.2	4	6
42	Nc1nc(SCc2c(Cl)cccc2Cl)n[nH]1	-2	0	0	1	11	-8	-0.4	18	-2
43	CN1CC(=O)NC1=NC(=O)c1ccc(Cl)c(S(=O)(=O)N2CCCCCC2)c1	20	-2	0	4	12	16	0.5	22	0
44	c1ccc2c(c1)nc(N1CCCCC1)c1ccccc12	-10	-64	7	5	13	-18	-0.6	13	-4
45	Cc1cc(C(=O)NCCC2=CCCCC2)ccc1[N+](=O)[O-]	-5	13	-4	0	3	-41	0.0	-9	-3
46	Cc1ccc(N(C)S(=O)(=O)c2ccc3c(c2)NC(=O)C(C)S3)cc1 (stereo not given)	-12	14	-3	2	6	-9	-0.9	-1	-4
47	O=C(CN1CCN(S(=O)(=O)c2ccc3c(c2)OCCCO3)CC1)N1CCc2ccccc21	2	-5	1	0	-1	5	-1.8	-4	-4
48	Nn1c(SCC(=O)Nc2cccc(S(N)(=O)=O)c2)nnc1C1CC1	-1	-25	-4	-2	2	1	-1.7	16	-6
49	Cc1cccc(N2CCN(C(=O)C(Cc3ccccc3)NC(N)=O)CC2)c1C (stereo not given)	4	-10	3	-1	10	-30	0.9	-6	2
50	COCCN(C(=O)C(=O)NC1CCCC1)C(C(=O)NC1CCCC1)c1ccccc1F (stereo not given)	8	1	-1	6	8	3	-0.8	16	6
51	Cc1ccccc1-n1c(SCc2c(C)noc2C)nnc1-c1ccncc1	-3	7	-1	3	8	-4	-0.6	10	-2
52	CCN(CC)CCn1c(=S)[nH]c2ccccc2c1=O	-1	8	-3	-3	2	-16	36	-5	3
53	COC(=O)c1noc(-c2ccc(C)cc2)n1	2	4	-2	1	6	6	-1.0	-2	-1

Molecules above that have two or more sulfur atoms (7):
#	mol	CHRM4 PAM	TAAR1 antag	M5 ag	CHRM5 PAM	TAAR1 agonist	CRFR2-BP antag	CRFBP-R2 agonist	M1 PAM parental	M5 antag
14	O=C(Nc1ccc(S(=O)(=O)Nc2ncccn2)cc1)c1cccc(S(=O)(=O)N2CCOCC2)c1	7	-1	4	0	-1	14	-1.9	21	4
15	COCCn1cnnc1SCC(=O)c1ccc(S(=O)(=O)N2CCCC2)cc1	-11	20	-5	1	6	2	-1.2	17	-5
17	COc1ccc(NC(=O)CSc2nnc(-c3cccs3)n2N)c(OC)c1	2	-32	1	7	1	3	-0.4	5	3
24	COCc1cc(=O)[nH]c(SCCS(=O)(=O)c2ccc(Cl)cc2Cl)n1	0	-8	-2	0	-1	16	-0.8	12	3
27	CC(C)CN1C(=S)SC(C)(C)C1n1oc(=O)n(-c2ccc(Cl)cc2)c1=O (stereo not given)	-11	·	-4	-17	·	-3	6.3	20	-1
46	Cc1ccc(N(C)S(=O)(=O)c2ccc3c(c2)NC(=O)C(C)S3)cc1 (stereo not given)	-12	14	-3	2	6	-9	-0.9	-1	-4
48	Nn1c(SCC(=O)Nc2cccc(S(N)(=O)=O)c2)nnc1C1CC1	-1	-25	-4	-2	2	1	-1.7	16	-6

Bioassay records as filed in PubChem.
